PV pol inh: inhibitors of poliovirus RNA polymerase binding and polymerization; P03300; poliovirus polymerase elongation, fluorescence polarization; stronger effect = lower value; % elongation, % (compound at 16.7 µg/mL); 150,000 compounds, 0.66% hits; AID 588519; in the data active = % elongation below about 90%; note: some results filed as inactive read as strong as hits
Target sequence (P03300 1749-2209 limits assumed): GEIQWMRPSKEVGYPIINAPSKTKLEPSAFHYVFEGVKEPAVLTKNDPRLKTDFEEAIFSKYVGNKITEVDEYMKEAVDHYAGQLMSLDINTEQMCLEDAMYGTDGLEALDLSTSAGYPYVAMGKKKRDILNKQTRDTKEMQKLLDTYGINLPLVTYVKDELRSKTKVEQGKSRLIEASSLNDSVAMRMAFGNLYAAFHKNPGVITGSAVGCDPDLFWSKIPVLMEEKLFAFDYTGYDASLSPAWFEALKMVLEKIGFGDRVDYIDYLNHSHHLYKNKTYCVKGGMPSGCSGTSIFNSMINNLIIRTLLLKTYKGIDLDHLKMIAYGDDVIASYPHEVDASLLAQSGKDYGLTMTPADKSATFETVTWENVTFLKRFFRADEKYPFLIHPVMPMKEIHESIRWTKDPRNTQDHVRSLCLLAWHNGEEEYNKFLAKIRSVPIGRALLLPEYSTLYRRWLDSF
PV pol inh FP z-score: also measured in PV pol inh; calls as there; z-score; measured here: FP z-score; hits read low
* = called active by the depositor; & = joins results of further samples. The list is partial; rates above refer to the full screens.

Values in the order – PV pol inh	PV pol inh FP z-score
> O=C(c1ccc(-c2ccc(F)cc2)o1)N1CCC(c2ccccc2)CC1
→ 102.0	-0.1
> CS(=O)(=O)N1CCC(N2CCN(Cc3ccccc3)C(=O)C2=O)CC1
→ 108.0	0.2
> CN(C(=O)C1(c2cccs2)CCOCC1)c1ccccc1
→ 104.0	0.7
> CN(C(=O)COc1ccc(-c2nnco2)cc1)C1CCCc2ccccc21 (stereo unspecified)
→ 105.0	0.4
> CC1=NNC(=O)C1C(c1cccc(F)c1)C(C#N)C#N (stereo unspecified)
→ 97.0	-0.6
> CCN(CCO)C(=O)CCN1C(=O)/C(=C\c2ccco2)SC1=S
→ 103.0	0.4
> CNc1ccccc1C(=O)NC1CCCCC1
→ 109.0	0.9
> CC(NS(=O)(=O)c1ccc(Br)cc1)C(=O)Nc1nc2ccccc2[nH]1 (stereo unspecified)
→ 107.0	0.7
> CC(/C=C/C(=O)NO)=C\[C@@H](C)C(=O)c1ccc(N(C)C)cc1
→ 103.0&101.0	0.4&0.2
> CCOC(=O)c1ccc(N=Cc2ccccc2O)cc1
→ 104.0	0.2
> O=c1c2oc3ccccc3c2n(Cc2ccccc2Cl)c(=O)n1Cc1ccco1
→ 99.0	-1.6
> Cc1ccc(CNC(=O)c2ccc(-c3nc(CS(=O)c4ccccc4)c(C)o3)cc2)cc1 (stereo unspecified)
→ 108.0	0.1
> CCn1cc(NC(=O)NCC2CCCCC2)c(=O)c2ccc(C)nc21
→ 101.0	-0.6
> Cc1cccc(-c2nc(SCC(=O)NCc3ccco3)c3c(=O)n(C)c(=O)n(C)c3n2)c1
→ 114.0	1.5
> N#CCCN(C(=O)c1ccc2c(=O)n3c(nc2c1)CCCC3)c1ccccc1
→ 97.0	-1.6
> CCCOc1ccc(Cn2cnc3ccccc32)cc1
→ 103.0	0.2
> CCC1CCCCN1C(=O)CSCc1ccco1 (stereo unspecified)
→ 103.0	0.4
> CCN(CC)C(=O)COCc1cc(-c2ccco2)on1
→ 101.0	-0.2
> COc1cc(/C=N/OCC(=O)NC2CC2)cc(Cl)c1OC
→ 102.0	-0.1
> Cc1cc(-c2csc(N)n2)c(C)n1-c1ccc2c(c1)OCO2
→ 106.0	0.5
> O=C(Cc1ccccc1)N1CCCc2ccccc21
→ 105.0	0.2
> COC(C)n1cc(Br)c(=O)[nH]c1=O (stereo unspecified)
→ 102.0	-0.1
> O=C(NCc1ccccc1)c1ccc2nc(-c3cccs3)c(-c3cccs3)nc2c1
→ 107.0	1.3
> Nn1c(SCC(=O)NC2CCCc3ccccc32)nnc1-c1cccs1 (stereo unspecified)
→ 104.0	0.3
> N#Cc1ccccc1Cn1c(=O)n(-c2ccc(F)c(Cl)c2)c(=O)c2sccc21
→ 107.0	0.3
> N=Nc1c(O)n(Cc2ccccc2)c2ccccc12
→ 101.0	-0.2
> O/N=C1/CCCc2occc21
→ 102.0	0.4
> CCC1=NN(C(=O)COc2ccc(Cl)c(C)c2)C(O)(C(F)(F)F)C1 (stereo unspecified)
→ 97.0	-1
> Cc1nc2nc[nH]n2c(=O)c1NS(=O)(=O)c1ccc(Br)cc1
→ 102.0	-1
> Clc1ccc2c(c1)-n1cc(-c3ccccc3)nc1CO2
→ 101.0	-1
> CN1CCN(C(=O)c2ccc(COc3cc(Cl)ccc3Cl)o2)CC1
→ 100.0	-0.4
> Cc1nn(-c2ccc(N3CCCCC3)nn2)c(C)c1CCC(=O)NCc1ccccc1F
→ 100.0	-1.1
> Cc1ccc2[nH]c3c(=O)n(CCN4CCCCC4C)cnc3c2c1 (stereo unspecified)
→ 102.0	-0.5
> Cc1noc2ncnc(NCc3ccc(Cl)cc3)c12
→ 107.0	-0.1
> O=c1c2ccccc2nc(SCc2cccc(F)c2)n1C1CC1
→ 104.0	0.5
> O=S(=O)(CCSCc1csc2ccccc12)c1ccc(Cl)cc1Cl
→ 109.0	1.4
> NC(=O)C1CCN(C(=O)c2cccs2)CC1
→ 107.0	0.5
> CCOC(=O)c1sc2cc(OC)ccc2c1Cl
→ 98.0	-0.7
> Cc1ccc(C)c(NC(=O)Cn2c(=O)n(CCC(=O)NCc3ccc4c(c3)OCO4)c(=O)c3ccccc32)c1
→ 108.0	0.5
> Cn1ccnc1SCc1nc2ccccc2c(=O)[nH]1
→ 104.0	0.8
> c1ccc(Nc2c(-c3ccc(N4CCOCC4)cc3)nc3ccccn23)cc1
→ 100.0	0.1
> CC(C)CCN(C(=O)Cn1c(=O)oc2ccccc21)c1c(N)n(Cc2ccccc2)c(=O)[nH]c1=O
→ 102.0	-0.1
> CC1(C)C(c2ccccc2)=[N+]([O-])C(C(=O)O)N1O (stereo unspecified)
→ 100.0	0
> CC(Oc1ccccc1)C(=O)Nc1ccccc1C(=O)N1CCOCC1 (stereo unspecified)
→ 103.0	0.7
> Oc1[nH]c2ccccc2c1C=Nc1ccc2cn[nH]c2c1
→ 99.0	-0.4
> Cc1nnsc1C(=O)NC(=O)Nc1ccc(F)c(Cl)c1
→ 103.0	0.3
> Cc1ccc(NC(=O)Cn2c(=O)n(Cc3nc(C)no3)c(=O)c3ccccc32)c(Cl)c1
→ 109.0	0.3
> CC1CCCN(C(=O)CSc2nnc(COc3ccc(Cl)cc3)n2C)C1 (stereo unspecified)
→ 99.0	-0.4
> COc1ccc(C2=NS(=O)(=O)N(C)C(C(=O)Nc3ccc(OC(F)(F)F)cc3)=C2)cc1
→ 114.0	0.4
> Cc1cccc(NC(=O)C2CCCN(c3nnc(-n4c(C)ccc4C)s3)C2)c1C (stereo unspecified)
→ 106.0	-0.4

Following part
Values in the order – PV pol inh	PV pol inh FP z-score
> CCC(C)c1ccccc1NC(=O)COC(=O)Cc1ccsc1 (stereo unspecified)
→ 102.0	0.4
> CNC(=O)COC(=O)c1cc(C)n(-c2ccc(F)cc2)c1C
→ 101.0	-0.3
> Cc1noc(C)c1COC(=O)/C(C#N)=C/c1cc(C)n(-c2ccc(Cl)c(C(F)(F)F)c2)c1C
→ 116.0	1.9
> CCSc1sc(CN(C)C)cc1/C=N/O
→ 110.0	0.6
> Cc1nn(CCC(=O)Oc2ccc(Cl)cc2)c(C)c1Cl
→ 103.0	0.8
> CN(C)S(=O)(=O)c1ccc2c(c1)N(CC(=O)NCc1cccc(Br)c1)C(=O)CS2
→ 105.0	-0.1
> CCOc1ccc(CNC(=O)C2CCN(c3nn4c(=O)cc(C)nc4s3)CC2)cc1
→ 101.0	-0.8
> CC(C)NC(=O)C1c2ccccc2C(=O)N(C)C1c1cccs1 (stereo unspecified)
→ 103.0	0.5
> Clc1nc(-c2ccccc2)nc2sc3c(c12)CCCC3
→ 104.0	-0.1
> O=C(NCCc1ccc(Cl)cc1)C(c1ccccc1)c1ccccc1
→ 107.0	0.4
> COc1ccccc1NC(=O)c1sc2nc3c(cc2c1N)CCCCCC3
→ 111.0	0
> CCOC(=O)c1[nH]c2ccccc2c1NC(=O)c1ccccc1OC
→ 104.0	-0.3
> COc1ccc(C=NCC2OCCc3ccccc32)cc1OC (stereo unspecified)
→ 104.0	0.6
> CCc1ccc(-n2nc3ccc(NC(=O)COc4ccc(OC)cc4)cc3n2)cc1
→ 108.0	1.1
> Cc1nc(SCc2ccccc2Cl)c(C#N)c(C)c1C
→ 104.0	0.1
> NC(=O)Nc1ccc2c(c1)OCO2
→ 96.0	-0.9
> COC(=O)c1ccc2c(c1)C(=O)/C(=C/c1ccc(C)o1)O2
→ 102.0	-0.2
> O=C(CN(C(=O)Cn1nnc(-c2ccc(F)cc2)n1)c1ccccc1C(F)(F)F)NCc1ccco1
→ 105.0	0.6
> COc1ccc(OCc2nc3ccccc3n2C(C)c2ccccc2)cc1 (stereo unspecified)
→ 107.0	-0.5
> Cc1ccc(C(=O)Nc2cccc(/C=N/N3CCOCC3)c2)cc1
→ 100.0	-0.3
> CC(C)n1c(-c2ccccc2)nc2ccccc21
→ 105.0	0.9
> COCCNC(=O)CSc1nc(-c2ccccc2)[nH]c1-c1ccc(OC)cc1
→ 111.0	-0.3
> CCNCC(O)c1cccc(O)c1 (stereo unspecified)
→ 102.0&100.0	-0.1&-0.1
> Cc1ccc2oc(=O)n(CC(=O)O)c2c1
→ 101.0	-0.5
> CCN(CC(=O)c1ccc(C#N)cc1)C1CCCCC1
→ 102.0	0.1
> CN(C)C(=S)Nc1ccc2c(c1)OCO2
→ 102.0	0.5
> CCCOc1ccc2cc(C(=O)c3ccccc3)c(=N)oc2c1
→ 101.0	0
> COc1ccc(C2C(C#N)=C(N)Oc3cc(C)n(CCc4ccc(OC)c(OC)c4)c(=O)c32)cc1 (stereo unspecified)
→ 102.0	0.1
> Fc1ccc(Oc2ncnc3sccc23)c(Cl)c1
→ 104.0	1
> O=C(CCn1c(=S)oc2ccccc21)N1CCn2c(nc3ccccc32)C1
→ 102.0	0
> COc1ccc(OC(=O)/C=C/c2sc3ccccc3c2C)cc1
→ 105.0	0.2
> CCOC(=O)C1=C(C)Nc2ccccc2N=C1NC(=O)c1oc2ccccc2c1COC
→ 108.0	-0.3
> CCn1c(CCNC(=O)C2CCCCC2)nc2ccccc21
→ 101.0	-0.9
> COc1cc2cc(CNc3ccc(C)cc3)c(=O)n(CC(=O)Nc3ccc(C(C)C)cc3)c2cc1OC
→ 110.0	0.9
> CCOc1cc(C(=O)Nc2nnc3n2CCS3)cc(OCC)c1OCC
→ 108.0	0.2
> CCc1ccc(NC(=O)Cn2nc(-c3ccc(OC)cc3)ccc2=O)cc1
→ 100.0	-1.1
> O=C(Cc1ccc(Cl)cc1)c1ccc(Cl)cc1
→ 99.0	-1.2
> Cc1ccc(OCC(=O)Nc2c(Cl)ccc3nsnc23)cc1C
→ 102.0	-0.9
> COC1=CC(=O)O[C@@H](/C=C/c2ccccc2)C1
→ 100.0	0
> CCCCOc1ccc(S(=O)(=O)n2nc(C)c(S(=O)(=O)N3CCC(C)CC3)c2C)cc1
→ 110.0	0.7

An excerpt of these results, as labelled records.
COc1ccc(OC(=O)/C=C/c2sc3ccccc3c2C)cc1
  PV pol inh: 105.0
  PV pol inh FP z-score: 0.2
CCOC(=O)C1=C(C)Nc2ccccc2N=C1NC(=O)c1oc2ccccc2c1COC
  PV pol inh: 108.0
  PV pol inh FP z-score: -0.3
CCn1c(CCNC(=O)C2CCCCC2)nc2ccccc21
  PV pol inh: 101.0
  PV pol inh FP z-score: -0.9
COc1cc2cc(CNc3ccc(C)cc3)c(=O)n(CC(=O)Nc3ccc(C(C)C)cc3)c2cc1OC
  PV pol inh: 110.0
  PV pol inh FP z-score: 0.9

The list continues:
Values in the order – PV pol inh	PV pol inh FP z-score
> O=C(NC1CCCCC1)c1c[nH]c2ccccc2c1=O
→ 105.0	0.1
> CCCC1CC(C)(c2csc(NCC)n2)OC1=O (stereo unspecified)
→ 104.0	0.5
> COc1ccc(C2(CN)CCOCC2)cc1
→ 101.0	-0.1
> CONS(=O)(=O)c1ccc(OCC(=O)OC)cc1
→ 103.0	0.5
> O=c1nc2c(-c3cccc(C(F)(F)F)c3)n[nH]n2c2ccccc12
→ 102.0	0.1
> CN(CC(=O)OC1CCOC1=O)S(=O)(=O)c1ccc(Cl)cc1 (stereo unspecified)
→ 102.0	0
> Cc1cccc(N=C(N2CCOCC2)P(=O)(N2CCOCC2)N2CCOCC2)c1
→ 96.0	-0.3
> COc1ccc(OC)c(NS(=O)(=O)c2cc(-c3cc(C)no3)ccc2C(C)C)c1
→ 101.0	-0.3
> CCCCn1c(CSc2ncccc2C(=O)O)nc2cc(S(=O)(=O)N3CCOCC3)ccc21
→ 104.0	0.2
> CSc1cccc(NC(=O)CSc2nncn3c2cc2sccc23)c1
→ 97.0	-1.4
> CC(=O)Nc1cn(-c2ccccc2)nc1-c1ccccc1
→ 104.0	0.4
> CCC1C(=O)N=C(SCC(=O)Nc2nc3ccc(C)cc3s2)NC1=O (stereo unspecified)
→ 101.0	-0.3
> CCOC(=O)CN1C(=O)C2(OCCCCO2)c2ccccc21
→ 101.0	-0.2
> CCc1cccc(NC(=O)C(CC(C)C)NS(=O)(=O)c2ccc3c(c2)CCN3C(C)=O)c1 (stereo unspecified)
→ 100.0	-0.2
> NC(=O)c1cc2ccc(O)cc2oc1=O
→ 98.0	-1.2
> CCc1ccc(S(=O)(=O)Nc2ccc3c(c2)sc(=O)n3C)cc1
→ 109.0	0.4
> CCc1ccc(OCC(=O)OCC(=O)N2CCc3ccccc3C2)cc1
→ 99.0	-0.9
> N#C/C(=C\c1ccc(-c2ccc(SC(F)F)cc2)o1)C(=O)Nc1nc2ccccc2s1
→ 62.0	-3.2
> CC(C#N)Sc1nnc(-c2cccs2)n1CC1CCCO1 (stereo unspecified)
→ 99.0	-0.8
> COC(=O)C1CCN(S(C)(=O)=O)CC1
→ 103.0	0.3
> CC(=O)N1CCCc2cc(S(=O)(=O)N3CCCC(C(=O)Nc4ccc(C)cc4C)C3)ccc21 (stereo unspecified)
→ 111.0	0.8
> CCN1CCc2c(sc3c2C(=O)NC(c2ccc(COc4ccc(Cl)c(Cl)c4)o2)N3)C1 (stereo unspecified)
→ 104.0	0.4
> CCc1ccc(CNC(=O)c2cc3n(n2)CCCN(Cc2ccccc2)C3=O)cc1
→ 113.0	0.8
> COC(=O)c1c(N)c(C#N)c2n1CCC2
→ 92.0	-1.7
> CN(C)c1ccc(CN2CCc3nc(N4CCN(c5ccccn5)CC4)ncc3C2)cc1
→ 101.0	-0.8
> N=c1nc(SCCC(=O)O)ss1
→ 103.0	0.3
> CC(C)(C)SCc1cccc(C(=O)N2CCN(c3ncccc3C(F)(F)F)CC2)c1
→ 102.0	-0.2
> CCc1ccc(C2C(C#N)=C(N)Oc3cc(C)oc(=O)c32)cc1 (stereo unspecified)
→ 99.0	-0.2
> COc1cc(/C=C/C(=O)C(C#N)c2nc3ccccc3n2C)cc(OC)c1OC (stereo unspecified)
→ 103.0	0
> CSc1scc2c1C(=O)/C(=C/N(C)C)CC2
→ 63.0*	-11.8*

Source: PubChem
